Source: PubChem BioAssay (several laboratories)
NPY-Y1 antag = antagonists of human neuropeptide Y receptor Y1; 200,000 compounds, 1% hits; inhibition, % at 3.6 µM; HEK293-CNG Y1 cells, membrane potential fluorescence; NPY at EC95, then isoproterenol; P25929; AID 1040;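 active = inhibition above the campaign mean inhibition of all tested compounds plus 3 SD, cut at about 20% in these data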;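 note: 0% = DMSO wells given NPY plus isoproterenol and 100% = isoproterenol alone without NPY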
Target sequence (P25929 whole entry, looked up): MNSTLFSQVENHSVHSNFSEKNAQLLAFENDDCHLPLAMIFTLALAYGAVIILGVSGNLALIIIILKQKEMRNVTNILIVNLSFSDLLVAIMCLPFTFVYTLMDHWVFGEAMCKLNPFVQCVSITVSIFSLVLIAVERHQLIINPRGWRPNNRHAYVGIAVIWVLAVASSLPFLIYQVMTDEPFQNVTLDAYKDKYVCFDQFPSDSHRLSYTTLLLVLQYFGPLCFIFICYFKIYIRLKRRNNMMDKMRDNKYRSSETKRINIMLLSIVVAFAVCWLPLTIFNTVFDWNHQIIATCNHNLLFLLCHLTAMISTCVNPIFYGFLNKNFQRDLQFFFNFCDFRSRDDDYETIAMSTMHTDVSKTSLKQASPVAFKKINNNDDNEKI
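Material: HEK293 Y1/CNG channel cell line; also added: NPY (25 nM), isoproterenol (1 µM), Ro 20-1724 (25 µM); doses: one concentration, 3.6 µM, in 0.4% DMSO; schedule: compound incubation 1 h at room temperature, readout 45 min post-stimulation; technique: membrane potential fluorescence; measure: fluorescence ratio normalized to % inhibition between controls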
NPY2 pot ag = potentiates or activates human NPY-Y2 receptor. P49146. cells expressing NPY-Y2, potentiator/agonist read-out. activation, % at 3.6 µM. 220,000 compounds, 0.45% hits; in the data active = activation above about 27%;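 note: cells stimulated with NPY near EC25 plus isoproterenol at EC100; 0% = vehicle plus submaximal agonist and 100% = vehicle plus saturating agonist; some results beyond the cut were filed as inactive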
NPY1 pot ag = potentiators or agonists of human neuropeptide Y receptor Y1; 220,000 compounds, 0.37% hits; NPY-Y1 expressing cells, potentiator/agonist activation; P25929; activation, % at 3.6 µM; in the data active = activation above about 33%, passing the limit was not always enough;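 note: cells stimulated with NPY at EC10 then isoproterenol at EC100; 0% = low agonist plus stimulus and 100% = saturating agonist plus stimulus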
Ba/F3 V617F tox = reduce viability of Ba/F3 cells dependent on JAK2V617F. inhibition, % at 5.6 µM. Ba/F3 EpoR-JAK2V617F viability, ATP luminescence. 220,000 compounds, 1.1% hits;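 active = inhibition above the campaign mean plus 3 SD over all tested compounds, cut at about 24% in these data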;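 note: cytokine-independent growth of Ba/F3 cells driven by EpoR plus mutant JAK2; 0% = DMSO-treated cells and 100% = JAK inhibitor I control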
S1P4 agonist = human S1P4 receptor agonism | S1P4-expressing cell line, agonist reporter assay | activation, % at 4.98 µM | 220,000 compounds, 0.35% hits | AID 1509; in the data active = activation above about 11%;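 note: 0% = DMSO vehicle and 100% = reference agonist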
S1P4 antag = blocks the human S1P4 receptor; S1P4-expressing cells, antagonist mode, reporter read-out; 220,000 compounds, 0.26% hits; O95977; inhibition, % at 4.98 µM; in the data active = inhibition above about 29%;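 note: 0% = wells stimulated with agonist and 100% = vehicle wells without agonist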
RBBP9 inh = human RBBP9 hydrolase inhibition; AID 1515; 220,000 compounds, 0.2% hits; recombinant RBBP9, FP-Rh probe fluorescence polarization; inhibition, % at 7.94 µM; O75884;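 active = inhibition above the campaign mean of all tested compounds plus 3 SD, cut at about 14% in these data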;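 note: plate controls were DMSO wells with RBBP9 for no effect and wells lacking RBBP9 protein for full effect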
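Measured by – fluorescence polarization · Test system – RBBP9 protein · Input – 2.5 µM RBBP9 dispensing solution, before mixing · Measure – percent inhibition from mP, scaled between DMSO and no-protein wells · Benchmarks – DMSO-treated enzyme wells and wells lacking RBBP9 · Times – preincubation 30 min plus labeling 45 min at 25 °C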
BaF3 tox = parental Ba/F3 viability inhibition as JAK2V617F counter-screen. inhibition, % at 5.6 µM. 220,000 compounds, 1.1% hits. CellTiter-Glo ATP luminescence;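 active = inhibition above a per-campaign cutoff, the mean inhibition of all tested compounds plus 3 SD, cut at about 27% in these data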;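 note: 0% = DMSO wells and 100% = JAK Inhibitor I control wells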
Runt-CBFb FRET = inhibitors of human RUNX1 Runt domain binding to CBFb; Cerulean-Runt/Venus-CBFb FRET ratio 530/480, 1 h; inhibition, % at 20 µM; 220,000 compounds, 0.46% hits; AID 1496;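 active = inhibition over about 50% at 20 µM in the single-dose screen, limit read from the data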;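 note: 0% = DMSO wells and 100% = excess unlabeled CBFb competitor control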
Target sequence (Q01196 whole entry, looked up, the tested form may be a part): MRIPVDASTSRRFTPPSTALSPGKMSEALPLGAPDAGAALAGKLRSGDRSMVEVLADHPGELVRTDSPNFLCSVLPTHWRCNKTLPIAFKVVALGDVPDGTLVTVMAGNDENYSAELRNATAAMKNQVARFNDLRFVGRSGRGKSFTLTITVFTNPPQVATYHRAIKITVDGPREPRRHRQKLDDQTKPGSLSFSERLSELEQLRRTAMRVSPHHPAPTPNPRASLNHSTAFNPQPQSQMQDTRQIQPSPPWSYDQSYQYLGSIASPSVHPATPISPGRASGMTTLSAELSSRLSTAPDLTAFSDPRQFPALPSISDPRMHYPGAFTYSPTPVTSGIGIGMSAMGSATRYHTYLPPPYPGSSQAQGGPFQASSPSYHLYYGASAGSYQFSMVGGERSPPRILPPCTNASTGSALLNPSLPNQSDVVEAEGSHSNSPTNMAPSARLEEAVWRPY
Target sequence (Q13951 whole entry, looked up, the tested form may be a part): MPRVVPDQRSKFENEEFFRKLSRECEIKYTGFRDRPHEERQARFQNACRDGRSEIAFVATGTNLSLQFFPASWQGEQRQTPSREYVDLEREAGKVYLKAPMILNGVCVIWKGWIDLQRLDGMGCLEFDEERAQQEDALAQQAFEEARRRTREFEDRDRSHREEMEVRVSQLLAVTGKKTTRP
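System: Cerulean-labeled Runt domain protein | Quantity: 100 nM of each labeled protein | Schedule: 1 h compound exposure, room temperature | Detection: Fluorescence energy transfer, 422 nm excitation, 530/480 nm emission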
* = called active by the depositor; / = not tested or not shown. Random draw from the library (roughly 3.6% active in at least one column).

structure	NPY-Y1 antag	NPY2 pot ag	NPY1 pot ag	Ba/F3 V617F tox	S1P4 agonist	S1P4 antag	RBBP9 inh	BaF3 tox	Runt-CBFb FRET
Nc1nc2ccc(-c3nc4ccccc4o3)cc2s1	-7	28	31	2	1.2	-7	-8	7	-3
CCCC(=O)Nc1nc2nc(-c3ccccc3)cc(-c3ccccc3)n2n1	6	-16	-10	1	0.2	-8	-8	2	-5
Cc1cc(C)n(CCNC(=O)c2cc(COc3ccc4ncccc4c3)on2)n1	/	4	8	0	0.8	-5	-9	0	2
N#Cc1c(N2CCOCC2)nsc1-c1ccc(C(F)(F)F)cc1	/	-19	-25	-5	-0.5	1	-5	-2	-5
CCOc1ccc(Cl)cc1/C=N/NC(N)=O	5	12	8	-1	-0.4	0	1	5	-1
N#CCCN(CCC#N)S(=O)(=O)c1ccc(C(=O)Nc2nnc(C3=COCCO3)o2)cc1	0	-5	7	-1	-1.3	-9	-3	3	1
C/C(O)=C(/C=NCC(=O)O)C(=O)Nc1nccs1	1	-8	-6	3	-0.2	7	-2	12	-1
Cc1ccccc1NC(=O)Nc1cc(S(N)(=O)=O)ccc1C	-1	-6	-10	-8	-0.1	-19	-4	1	1
CCOC(=O)c1cnn(-c2cc(C)nc3c(-c4ccccc4)cnn23)c1N	10	-16	-20	3	2.1	-22	-14	3	-4
COC(=O)c1oc2ccccc2c1-n1cccc1	17	-14	-21	-3	2.1	-8	-11	2	2
CCCCCCCCCn1cc(C(C)=O)c(=O)[nH]c1=O	2	-13	13	5	0.7	-6	-4	7	-4
CC1CCN(Cc2c(C(=O)O)nnn2-c2nonc2N)CC1	-2	-12	4	2	-0.2	-3	-3	9	-1
c1ccc(OCc2nn3c(Cn4cnc5ccccc54)nnc3s2)cc1	1	-8	-7	-2	-0.1	-3	-6	0	7
Cc1nc2ccc(C(C(F)(F)F)(C(F)(F)F)C(F)(F)F)cc2[nH]1	4	8	-11	-1	-1.2	-12	9	2	-2
CCOC(=O)Cn1c(S(=O)(=O)Cc2cccc(F)c2)nc(-c2ccccc2)c1-c1ccccc1	16	-12	-18	2	-2.0	-16	-9	5	-2
O=C(NCc1ccccc1)C1=C[C@H](c2coc3ccccc3c2=O)C[C@H](OCc2ccc(CO)cc2)O1	2	-20	-25	4	1.1	-9	-2	-2	2
CCCSc1nnc(CSc2nc(C)cc(C)n2)n1C	0	14	-3	1	1.1	-3	-1	3	-1
CS(=O)(=O)NNC(=O)CN1C(=O)C2C3C=CC(C3)C2C1=O (centres undefined)	4	8	18	1	1.0	5	-9	2	0
CCCCCCCCCCCCCCCC[n+]1cccc(C(=O)N(CC)CC)c1	-7	10	25	59*	1.2	2	2	62*	-11
CC(C)P(=O)(Cc1cccc(C#N)c1)C(C)C	5	9	9	-1	-0.7	4	-3	-1	-3
O=C(CSc1nc2scc(-c3ccco3)c2c(=O)n1-c1ccccc1)N1CCOCC1	-2	-9	-15	6	1.9	2	6	3	9
Cc1cc(C)n2cc(CSc3ccc(Br)cc3)nc2n1	2	-17	-10	0	-2.5	-4	5	2	7
O=C(CN(C(=O)CCC(=O)Nc1nccs1)c1ccc(F)cc1)NCC1CCCO1 (centres undefined)	-1	13	14	-3	-1.2	12	-8	3	-1
N=c1c(C(=O)NCc2ccc3c(c2)OCO3)cc2c(=O)n3ccccc3nc2n1Cc1cccnc1	7	12	7	1	-0.2	-7	-3	13	95*
O=C(NCc1ccco1)c1ccc(CS(=O)(=O)c2cccc(C(F)(F)F)c2)o1	2	1	-18	4	-0.5	7	-5	3	-2
Cc1cc(NS(=O)(=O)c2ccc(-c3ccccc3)cc2)no1	16	-19	-35	-2	-0.5	-4	-11	3	-2
COc1ccc(CN2CC(C(=O)NCCN3CCN(c4ccccc4F)CC3)CC2=O)cc1 (centres undefined)	2	-3	7	-1	2.8	1	-2	9	1
CC1(C)CC(=O)c2sc(NC(=O)c3cccs3)nc2C1	5	-7	-2	3	-1.1	0	6	0	2
Cc1csc(NC(=O)c2ccoc2C)n1	-1	4	9	1	2.2	1	1	5	0
CCOC(=O)C1CCN(c2c(NC3CCCCCCC3)c(=O)c2=O)CC1	6	-4	-26	-2	1.7	3	-6	3	0
Cc1cc(Cl)ccc1C(=O)C1CCCN(C(=O)c2cnsn2)C1 (centres undefined)	8	-1	-15	-2	0.7	-18	-5	4	-1
COc1ccc(-c2[nH]c(-c3cccc(OC)c3)nc2SCC(=O)NC2CCCC2)cc1	-2	-9	-13	2	2.6	1	1	7	-1
Cn1c(=O)oc2cc(S(=O)(=O)NCCC(=O)NC3CCCC3)ccc21	4	-21	-1	-4	0.5	-39	-4	0	-1
Cc1ccccc1NN=Nc1nc2c([nH]1)c(=O)n(C)c(=O)n2C	7	-7	4	-3	-0.3	-5	-10	2	1
NC(=O)COc1ccc(C23CC4CC(CC(C4)C2)C3)cc1	5	-8	0	-3	2.0	0	-8	4	-3
CCCCn1c(CNC(=O)CCC)nc2ccccc21	-2	6	24	0	1.4	-4	-1	3	0
CCN1CCN(CCCOc2ccccc2-c2ccccc2)CC1	8	-27	-37	9	0.5	-28	-5	12	2
CCc1ccc2nc3n[nH]c(N)c3cc2c1	-3	11	0	-1	-0.8	-14	-6	3	/
N#CCCNC(=O)Cn1c(COc2ccc(Cl)cc2)nc2ccccc21	4	4	-24	-5	1.8	-21	-6	-4	0
C[C@@H](C(=O)O)[C@@H]1C[C@@]1(C)[C@@H](NC(=O)OCc1ccccc1)c1ccccc1	1	-4	-4	-2	-0.9	-6	-2	2	-1
COC(=O)C1=C(C(=O)OC)N2C=CC=CC2(C)C(C(=O)OC)=C1C(=O)OC (centres undefined)	-1	-7	10	-3	-0.7	-20	1	0	-6
COc1ccc(/C=C/c2nnc(NC(=O)CSc3ccc(Cl)cc3)s2)cc1	-2	9	-15	-3	1.3	-2	-8	4	1
COc1ccc(NC(=O)CN2CCN(CC(=O)Nc3ccccc3F)CC2)cc1OC	3	10	22	0	-0.9	-9	-6	4	0
O=S(=O)(Nc1ccccc1)c1ccc2c(c1)CCO2	/	4	14	-1	0.8	4	-8	5	-1
CCCCNC(=O)c1onc(CCl)c1C(=O)OC	-3	-10	5	2	-0.4	6	-6	2	4
COC(=O)C1(C)NC(=O)c2ccccc2N1 (centres undefined)	3	5	19	-3	-0.1	-12	-3	0	2
COCCNC(=O)C(NC(=O)C1CCCCC1)C12CC3CC(CC(C3)C1)C2 (centres undefined)	-2	-5	16	2	3.6	3	-1	6	-2
CCCCc1ccc(C2C(C#N)=C(N)SC(N)=C2C#N)s1	-5	4	23	-1	0.9	0	-7	2	20
Cc1ccc(OCC(=O)N2CCc3ccccc32)cc1	0	-7	12	-3	-0.7	-8	-1	1	-2
O=C(NCc1ccccn1)C1CCN(C(=O)c2cc3sccc3n2Cc2ccc(F)cc2)CC1	0	-9	-10	3	-0.7	-13	-1	7	-4

Record cards, as listed above. Values in the order: NPY-Y1 antag | NPY2 pot ag | NPY1 pot ag | Ba/F3 V617F tox | S1P4 agonist | S1P4 antag | RBBP9 inh | BaF3 tox | Runt-CBFb FRET
Cc1ccc(OCC(=O)N2CCc3ccccc32)cc1 is listed as 0 | -7 | 12 | -3 | -0.7 | -8 | -1 | 1 | -2
CCCCn1c(CNC(=O)CCC)nc2ccccc21 is listed as -2 | 6 | 24 | 0 | 1.4 | -4 | -1 | 3 | 0

Retrieved one by one from the list above, 2 records:
structure	NPY-Y1 antag	NPY2 pot ag	NPY1 pot ag	Ba/F3 V617F tox	S1P4 agonist	S1P4 antag	RBBP9 inh	BaF3 tox	Runt-CBFb FRET
C[C@@H](C(=O)O)[C@@H]1C[C@@]1(C)[C@@H](NC(=O)OCc1ccccc1)c1ccccc1	1	-4	-4	-2	-0.9	-6	-2	2	-1
Cn1c(=O)oc2cc(S(=O)(=O)NCCC(=O)NC3CCCC3)ccc21	4	-21	-1	-4	0.5	-39	-4	0	-1

(listing goes on)
structure	NPY-Y1 antag	NPY2 pot ag	NPY1 pot ag	Ba/F3 V617F tox	S1P4 agonist	S1P4 antag	RBBP9 inh	BaF3 tox	Runt-CBFb FRET
Cc1ccc(N2C(=O)CC(NCc3ccc4c(c3)OCO4)C2=O)cc1Cl (centres undefined)	5	-23	-47	-2	0.1	-17	-14	2	0
Cc1nn(C(=O)Cn2ccc([N+](=O)[O-])n2)c(C)c1Br	-1	-2	4	1	1.5	-16	1	4	-1
Cc1cccc(COc2ccc(/C=N/NC(=O)c3nnn(-c4nonc4N)c3COc3ccc(F)cc3)cc2)c1	/	-1	18	-2	1.3	-11	-1	1	1
c1ccc(CNc2ccc3ccccc3n2)nc1	-1	-8	-9	-1	1.7	-20	-1	1	1
O=C(Nc1cccc(-c2nc3ncccc3o2)c1)c1sc2ccccc2c1Cl	5	-4	-21	0	-0.9	-2	-7	1	-1
CCCn1c(N)c(NCCN2CCOCC2)c(=O)n(CC(=O)NCc2ccccc2)c1=O	-2	-11	-13	-1	-3.1	-27	0	-1	1
C/C(CC(C)C)=N\NC(=O)Nc1ccccc1	-2	4	0	-1	2.0	-12	-5	4	-2
Cc1nc(-c2cccc(-c3noc(C)n3)c2)no1	1	-9	38*	-2	-0.4	-38	-2	0	-4
CC(C)CC(C(=O)OCC(=O)c1c(N)n(C)c(=O)n(C)c1=O)N1C(=O)c2ccccc2C1=O (centres undefined)	2	15	1	-1	0.9	-16	-9	2	-5

Rewritten with each value named: 4 of the compounds above.
Compound: CCCCc1ccc(C2C(C#N)=C(N)SC(N)=C2C#N)s1
  NPY-Y1 antag: -5
  NPY2 pot ag: 4
  NPY1 pot ag: 23
  Ba/F3 V617F tox: -1
  S1P4 agonist: 0.9
  S1P4 antag: 0
  RBBP9 inh: -7
  BaF3 tox: 2
  Runt-CBFb FRET: 20

Compound: CCOC(=O)C1CCN(c2c(NC3CCCCCCC3)c(=O)c2=O)CC1
  NPY-Y1 antag: 6
  NPY2 pot ag: -4
  NPY1 pot ag: -26
  Ba/F3 V617F tox: -2
  S1P4 agonist: 1.7
  S1P4 antag: 3
  RBBP9 inh: -6
  BaF3 tox: 3
  Runt-CBFb FRET: 0

Compound: CCCCn1c(CNC(=O)CCC)nc2ccccc21
  NPY-Y1 antag: -2
  NPY2 pot ag: 6
  NPY1 pot ag: 24
  Ba/F3 V617F tox: 0
  S1P4 agonist: 1.4
  S1P4 antag: -4
  RBBP9 inh: -1
  BaF3 tox: 3
  Runt-CBFb FRET: 0

Compound: CC(C)P(=O)(Cc1cccc(C#N)c1)C(C)C
  NPY-Y1 antag: 5
  NPY2 pot ag: 9
  NPY1 pot ag: 9
  Ba/F3 V617F tox: -1
  S1P4 agonist: -0.7
  S1P4 antag: 4
  RBBP9 inh: -3
  BaF3 tox: -1
  Runt-CBFb FRET: -3
